Vif-A3G inh = qHTS for Inhibitors of Vif-A3G Interactions: qHTS | DNA dC->dU-editing enzyme APOBEC-3G (Homo sapiens), Q9HC16 | HeLa A3G-eYFP + Vif (tagged APOBEC3G with the HIV-1 protein that degrades it), YFP fluorescence, overnight | Potency, µM (series often up to 46.1 µM), for the others: at the top dose activity, negative = active, most hits filed as inhibitors | hit rate 0.076% among 410,000 | AID 602310, 2012;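 note: potency is the fitted concentration of half-maximal effect; % is set by controls: 0 for no effect and ±100 for the full control effect; nearly all actives have a fitted effect of over 60% in size; hits raise eYFP signal because A3G escapes Vif-driven loss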
Target sequence (Q9HC16 whole entry, looked up): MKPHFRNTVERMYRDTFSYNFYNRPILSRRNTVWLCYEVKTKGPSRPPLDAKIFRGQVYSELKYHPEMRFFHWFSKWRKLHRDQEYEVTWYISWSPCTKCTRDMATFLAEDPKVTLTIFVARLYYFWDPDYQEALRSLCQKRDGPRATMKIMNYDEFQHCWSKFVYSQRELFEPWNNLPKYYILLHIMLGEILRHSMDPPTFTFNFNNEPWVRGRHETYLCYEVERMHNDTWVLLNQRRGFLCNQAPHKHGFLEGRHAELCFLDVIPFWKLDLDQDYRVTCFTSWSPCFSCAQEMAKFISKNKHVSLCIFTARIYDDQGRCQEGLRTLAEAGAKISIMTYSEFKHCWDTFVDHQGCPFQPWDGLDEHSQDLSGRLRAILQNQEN
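HeLa cells stably expressing Vif and C-terminally eYFP-tagged A3G, seeded overnight at 37 deg C, then exposed to compound by pintool overnight at 37 deg C. Rise in yellow fluorescence (Ex 488/Em 500-530, Acumen) marks blocked Vif-driven A3G degradation.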
RXFP1 antag = qHTS Assay for Antagonists of the Relaxin Receptor RXFP1; Relaxin receptor 1 (Homo sapiens), Q9HBX9; HEK293-RXFP1, relaxin-stimulated cAMP HTRF, 30 min; hits give low values; activity change, negative = inhibition, % at 57.5 µM; hit rate 0.59% among 350,000; AID 1259400, 2018;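 active = activity change of -60% or lower, but not beyond a set lower limit; inconclusive = change between -60% and -40%, or beyond the set limit; inactive = change above -40%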; note: % is set by controls: 0 for no effect and ±100 for the full control effect
D1 PAM = Potentiators of Human D1 Dopamine Receptor: qHTS; D(1A) dopamine receptor (Homo sapiens), P21728; HEK293 TREx D1 cells, calcium flux, dopamine EC20 potentiation; potentiation, % at 10 µM; hit rate 0.036% among 360,000; AID 504651, 2011; in the data active = potentiation above about 30%; note: 0% is about no effect
Target sequence (P21728 whole entry, looked up): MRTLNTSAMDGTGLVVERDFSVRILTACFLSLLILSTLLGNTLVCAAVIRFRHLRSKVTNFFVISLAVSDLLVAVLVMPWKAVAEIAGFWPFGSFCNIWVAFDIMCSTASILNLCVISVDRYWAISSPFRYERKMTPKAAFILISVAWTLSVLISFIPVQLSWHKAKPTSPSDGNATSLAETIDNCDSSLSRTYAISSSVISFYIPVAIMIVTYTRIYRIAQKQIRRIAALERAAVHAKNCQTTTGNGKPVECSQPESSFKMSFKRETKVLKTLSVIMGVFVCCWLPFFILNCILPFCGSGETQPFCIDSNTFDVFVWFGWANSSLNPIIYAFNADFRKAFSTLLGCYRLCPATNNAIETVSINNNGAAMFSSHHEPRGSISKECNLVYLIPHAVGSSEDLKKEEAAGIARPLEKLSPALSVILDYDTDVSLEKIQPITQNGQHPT
Glioma ERSR ind = qHTS for Inducers of the Endoplasmic Reticulum Stress Response (ERSR) in Human Glioma: qHTS. hit rate 0.02% among 420,000. Potency, µM, for the others: top-dose activation, hits mostly activators. U87-MG GRP78 promoter luciferase reporter, 16 h; note: potency is the fitted concentration of half-maximal effect; series mostly up to about 76 µM; % of control where 0% means no effect; nearly all actives have a fitted effect of over 35% in size
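ERSR induction read as luciferase luminescence (Bright-Glo, 10 min at room temperature) in stably transfected human U87-MG glioma cells exposed to compounds for 16 h, using GRP78 as sensor.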
D1 agonist = Allosteric Agonists of the Human D1 Dopamine Receptor: qHTS; D(1A) dopamine receptor (Homo sapiens), P21728; HEK293 T-REx D1 cells, calcium flux, agonist mode; activation, % at 2 µM; hit rate 1% among 360,000; in the data active = activation above about 30%; note: 0% is about no effect
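Tetracycline-induced HEK293 TREx D1 cells, force-coupled to calcium signalling, were dye-loaded with a no-wash calcium kit. Compound was pin-added after a 10 s baseline. Fluorescence was read kinetically at 1 cycle/s for 180 s, with calcium rises flagged as agonism.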
D2 potentiator = HTS Assay for Positive Allosteric Modulators of the Human D2 Dopamine Receptor: Primary Screen for Potentiators. hit rate 0.34% among 340,000. D(2) dopamine receptor (Homo sapiens), P14416. HEK293 T-REx D2, calcium flux, EC20 dopamine potentiation. AID 485347, 2010. potentiation, % at 10 µM;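 active = potentiation over 3 SD above the plate norm, cut at about 30% in these data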; note: 0% is about no effect
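Potentiation of an EC20 dopamine calcium response is measured in a force-coupled, tetracycline-inducible Hek293 Trex D2 line. Compound-only kinetic reads over 180 s flag agonists before dopamine addition.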
RXFP1 agonist = qHTS Assay for Agonists of the Relaxin Receptor RXFP1; Relaxin receptor 1 (Homo sapiens), Q9HBX9; HEK293T-RXFP1 cAMP TR-FRET, 30 min; response scale: percent of porcine relaxin response, buffer zero; Potency, µM (highest dose often 57.5 µM), without a hit: at the highest dose activation, usual class: activators; hit rate 0.3% among 370,000; note: potency is the fitted concentration of half-maximal effect; % is set by controls: 0 for no effect and ±100 for the full control effect; nearly all actives have a fitted effect of over 60% in size; many of its hits are not listed in these tables
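HEK293T cells stably expressing RXFP1 were pretreated with the PDE4 inhibitor Ro 20174, exposed to compounds for 30 min at 37C, lysed, and cAMP was read by TR-FRET. Data normalized to buffer (basal) and 29 nM porcine relaxin (100%).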
Vif-A3F inh = qHTS for Inhibitors of Vif-A3F Interactions: qHTS; Potency, µM (top dose mostly 46.1 µM), inactives show at the top dose activity, negative = active; hit rate 0.2% among 390,000; HeLa A3F-eYFP + Vif (tagged APOBEC3F with the HIV-1 protein that degrades it), YFP fluorescence increase; AID 602313, 2012; note: potency is the fitted concentration of half-maximal effect; % of control where 0% means no effect; nearly all actives have a fitted effect of over 65% in size
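Fluorescence increase (Ex 488/Em 500-530) after overnight compound treatment at 37 deg C flags inhibition of Vif-driven A3F-eYFP loss in stable HeLa A3F-eYFP/Vif cells seeded overnight beforehand.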
D1 antag = Antagonist of Human D 1 Dopamine Receptor: qHTS; AID 504652, 2011; HEK293 TREx D1 cells, calcium flux, dopamine EC80; hits give low values; D(1A) dopamine receptor (Homo sapiens), P21728; hit rate 3.2% among 360,000; activity change, negative = inhibition, % at 10 µM; in the data active = activity change below about -30%; note: % is set by controls: 0 for no effect and ±100 for the full control effect
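Calcium flux readout: force-coupled, inducible Hek293 Trex D1 line, cells induced overnight at 30 C with tetracycline, dye-loaded 30–90 min at RT. Antagonism scored against EC80 dopamine challenge given 180 s after compound.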
An asterisk follows results filed as active; ? = inconclusive; / = not tested or not shown. Unless noted, calls come from the whole dose curve; as a rule, active = well fitted curve in the direction sought with a large enough effect; inconclusive = small, poorly fitted or top-dose-only effect, or another doubt; inactive = no such curve, though single readings can be large; an effect the other way counts as inactive or inconclusive. Some of the compounds tested (hit frequency here may not be typical).

SMILES	Vif-A3G inh	RXFP1 antag	D1 PAM	Glioma ERSR ind	D1 agonist	D2 potentiator	RXFP1 agonist	Vif-A3F inh	D1 antag
CC(=O)OC(C(=O)NCc1ccc(F)cc1)c1ccccn1 (stereo not drawn)	2%	-6	-2	-6%	0	6	0.0%	-17%	17
O=C(COc1ccccc1Cl)N1CCc2ccccc21	-3%	1	-1	-1%	0	-9	-4.3%	-8%	-2
CS(=O)(=O)N1N=C(c2ccc(Br)cc2)CC1c1ccc2c(c1)OCO2 (stereo not drawn)	-9%	-4	-2	10%	1	-5	-1.0%	?	9
COc1ccc(CCN2CC(C(=O)Nc3ccc(S(C)(=O)=O)cc3)CC2=O)cc1OC (stereo not drawn)	3%	3	-2	0%	1	2	-0.3%	-3%	0
Cc1ccc(S(=O)(=O)/C(C#N)=C/c2c(N3CCC(C(N)=O)CC3)nc3ccccn3c2=O)cc1	4%	2	1	-3%	-2	-7	1.6%	3%	/
Cc1ccc(NC(=O)COC(=O)c2cccc(S(=O)(=O)N3CCCCCC3)c2)cc1	-1%	-3	/	-5%	/	/	/	-10%	/
COc1ccc2[nH]c(=O)c(CN(C(=O)c3cccnc3)c3ccccc3C)cc2c1	-4%	-22	2	-2%	-1	9	-5.5%	-5%	3
O=C1C2C3C=CC(C4CC34)C2C(=O)N1/N=C/c1ccc([N+](=O)[O-])o1 (stereo not drawn)	0%	11	-11	14%	5	5	4.4%	8%	6
O=C(COC(=O)COc1ccc(Cl)cc1Br)NCc1cccs1	2%	10	-9	-4%	0	17	0.3%	-1%	-32*
O=c1c2cc([N+](=O)[O-])ccc2nc2n1CCCC2	-1%	1	1	-5%	3	2	10%	3%	3
COc1ccc(/C=C/c2c([N+](=O)[O-])c(=O)n(C)c(=O)n2C)c(OC)c1OC	-1%	8	1	-3%	2	/	2.3%	1%	-15
O=C(CCCOc1ccc(Cl)cc1Cl)Nc1cc(S(=O)(=O)N2CCOCC2)ccc1N1CCOCC1	1%	-12	/	-4%	/	/	/	0%	/
Cc1c(C)n(CCCN(C)C)c2ncnc(NCc3ccccc3)c12	-13%	2	-1	-2%	4	-5	-1.1%	-25%	2
O=C(CN1C(=O)c2ccccc2S1(=O)=O)N1CCN(c2cccc(Cl)c2)CC1	1%	-14	/	1%	/	/	/	-4%	/
CCN(CC)CCN1C(=O)c2oc3ccccc3c(=O)c2C1c1ccc(C)cc1 (stereo not drawn)	-5%	-3	-5	-6%	3	8	0.5%	/	-10
CCOC(=O)C1CCCN(C(=O)Cn2sc3nc(C)cc(C)c3c2=O)C1 (stereo not drawn)	-18%	/	-8	-13%	3	9	0.0%	-12%	14
COc1ccc(N2CCN(CC(=O)Nc3ccc(-n4cnnn4)cc3)CC2)cc1	0%	1	4	-2%	-1	-7	-3.1%	0%	-3
N#CCCN(C(=O)c1ccco1)c1ccccc1	-1%	8	1	0%	3	0	-1.6%	/	-7
COCCn1c(SCc2ccc(OC)c(F)c2)nnc1-c1ccncc1	0%	-7	1	-3%	1	1	0.3%	-10%	19
O=C(Nc1cccnc1)c1cc(Br)c(Br)s1	-2%	-10	-6	4%	10	13	-0.8%	4%	13
Cc1ccc(CSCC(=O)N(C)CC(=O)Nc2ccc(C)cc2)cc1	2%	3	5	-4%	10	-13	1.0%	9%	2
CCN(CC)S(=O)(=O)c1cc(NC(=O)CN2CCN(c3ccccn3)CC2)ccc1C	-1%	-6	-1	-1%	6	10	-0.3%	-10%	17
O=C(CN1C(=O)/C(=C/c2cccc(Br)c2)SC1=S)N1CCCC1	1%	-2	-1	-3%	0	5	0.9%	10%	-20
COc1ccc(CN(Cc2ccc(C(=O)O)cc2)C(=S)Nc2ccc(C)cc2)cc1OC	2%	-20	2	-1%	0	/	-1.2%	4%	-8
CCc1ccc(CNC(=O)CCc2nc(-c3cccs3)no2)cc1	1%	/	6	-2%	1	7	0.1%	-1%	0
CCOC(=O)C1=C(CC)Nc2ccccc2N=C1NC(=O)c1ccc(S(=O)(=O)N2CCOCC2)cc1	-4%	-11	1	-3%	4	4	-1.6%	5%	-30
CCN(CC(=O)Nc1ccc(NC(C)=O)cc1)C(=O)CN1C(=O)NC2(CCCC2)C1=O	0%	-12	-7	-5%	1	-8	0.5%	1%	3
Cc1ccc(C(C(=O)NC2CCCC2)N(Cc2ccccc2)C(=O)c2csnn2)o1 (stereo not drawn)	2%	3	/	-1%	1	-6	1.4%	12%	9
CC(NC(=O)C(=O)N1CCCCC1)C(c1cccs1)N1CCN(Cc2ccccc2)CC1 (stereo not drawn)	0%	-66*	6	-4%	0	11	2.8%	-6%	7
Cc1cc(NS(=O)(=O)c2ccc(NC(=O)Cc3ccccc3)cc2)nc(C)n1	0%	-20	0	-3%	1	/	-0.3%	-9%	-6
Cn1c(=O)n(CCCc2ccccc2)c(=O)c2c1nc1n2CCN1c1ccc(F)cc1	3%	2	-3	-4%	-1	7	0.0%	-5%	-5
CC(=O)N1CCC(=NNc2nc3ccccc3s2)CC1	-10%	-7	-3	-3%	3	0	-5.3%	-7%	0
CC(NC(=O)c1ccc(S(=O)(=O)NCc2ccco2)cc1)c1ccc(F)cc1 (stereo not drawn)	-6%	0	/	-3%	9	-7	1.4%	-2%	10
COc1cccc(CN(C)C(=O)CSCC(=O)Nc2ccc(C)cc2)c1OC	0%	-23	-5	-4%	0	16	0.0%	-4%	0
COc1ccc(/C=C\c2onc(C)c2S(=O)(=O)N2CCC(C(=O)Nc3ccc(C)cc3C)CC2)cc1	5%	8	3	-2%	5	17	2.6%	-4%	-6
CCC(C)NC(=O)CCC(=O)N1Cc2ccccc2Oc2ncccc21 (stereo not drawn)	-3%	-1	-2	0%	5	1	-1.5%	-1%	-6
Cc1ccc(-n2c(SCn3nnc4ccccc4c3=O)nnc2-c2cccnc2)c(C)c1	-2%	-6	-3	-2%	1	-4	-1.2%	-1%	-6
Cc1ccc2c(c1)c(C1=NC(=S)NC1=O)c(O)n2C	1%	-11	1	-2%	4	4	-0.8%	6%	5
CCOCCCNC(=S)NCCCNc1nc2c(C)cc(C)cc2cc1C#N	0%	-1	-4	9%	-1	-11	3.6%	-13%	3
O=C(c1cn(CCOc2ccc(Cl)cc2)c2ccccc12)C1CCCCC1	-3%	-6	-4	-7%	5	8	25%	2%	5
CCS(=O)(=O)c1ncc(Cl)c(C(=O)Nc2ccc(C)cc2)n1	-29%	-78*	-10	-15%	7	3	0.7%	21%	-22
CCOC(=O)c1c(C)[nH]c(C(=O)COC(=O)c2cnccn2)c1C	-7%	-2	/	-3%	7	7	0.6%	0%	-6
O=C1Cc2ccccc2N1c1c(Cl)cccc1Cl	-8%	-8	7	-3%	4	3	-0.9%	1%	-16

An excerpt from above in order of molecular weight, falling.
SMILES	Vif-A3G inh	RXFP1 antag	D1 PAM	Glioma ERSR ind	D1 agonist	D2 potentiator	RXFP1 agonist	Vif-A3F inh	D1 antag
CCOC(=O)C1=C(CC)Nc2ccccc2N=C1NC(=O)c1ccc(S(=O)(=O)N2CCOCC2)cc1	-4%	-11	1	-3%	4	4	-1.6%	5%	-30
COc1ccc(CN(Cc2ccc(C(=O)O)cc2)C(=S)Nc2ccc(C)cc2)cc1OC	2%	-20	2	-1%	0	/	-1.2%	4%	-8
CCN(CC)S(=O)(=O)c1cc(NC(=O)CN2CCN(c3ccccn3)CC2)ccc1C	-1%	-6	-1	-1%	6	10	-0.3%	-10%	17
Cc1ccc(-n2c(SCn3nnc4ccccc4c3=O)nnc2-c2cccnc2)c(C)c1	-2%	-6	-3	-2%	1	-4	-1.2%	-1%	-6
Cc1ccc(C(C(=O)NC2CCCC2)N(Cc2ccccc2)C(=O)c2csnn2)o1 (stereo not drawn)	2%	3	/	-1%	1	-6	1.4%	12%	9
Cn1c(=O)n(CCCc2ccccc2)c(=O)c2c1nc1n2CCN1c1ccc(F)cc1	3%	2	-3	-4%	-1	7	0.0%	-5%	-5
CC(NC(=O)c1ccc(S(=O)(=O)NCc2ccco2)cc1)c1ccc(F)cc1 (stereo not drawn)	-6%	0	/	-3%	9	-7	1.4%	-2%	10
CCOCCCNC(=S)NCCCNc1nc2c(C)cc(C)cc2cc1C#N	0%	-1	-4	9%	-1	-11	3.6%	-13%	3
Cc1cc(NS(=O)(=O)c2ccc(NC(=O)Cc3ccccc3)cc2)nc(C)n1	0%	-20	0	-3%	1	/	-0.3%	-9%	-6
O=C(c1cn(CCOc2ccc(Cl)cc2)c2ccccc12)C1CCCCC1	-3%	-6	-4	-7%	5	8	25%	2%	5
CCC(C)NC(=O)CCC(=O)N1Cc2ccccc2Oc2ncccc21 (stereo not drawn)	-3%	-1	-2	0%	5	1	-1.5%	-1%	-6
CCS(=O)(=O)c1ncc(Cl)c(C(=O)Nc2ccc(C)cc2)n1	-29%	-78*	-10	-15%	7	3	0.7%	21%	-22
CC(=O)N1CCC(=NNc2nc3ccccc3s2)CC1	-10%	-7	-3	-3%	3	0	-5.3%	-7%	0
O=C1Cc2ccccc2N1c1c(Cl)cccc1Cl	-8%	-8	7	-3%	4	3	-0.9%	1%	-16
